LMP1 NFkB inh: EBV LMP1-driven NF-kappaB luciferase reporter inhibitors, primary screen, cell-based, luminescence, single point; LMP1-induced NF-kappaB luciferase reporter cells; inhibition, % at 12.5 µM; actives 0.69% (n = 350,000); AID 504558, 2011; in the data active = inhibition above about 41%;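 also: 0% = neutral control wells and 100% = reference inhibitor control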
NCOA2 inhibitor: inhibition of GAL4-SRC2 driven luciferase reporter, primary screen, SRC2 inhibitor project, cell-based, luminescence | Nuclear receptor coactivator 2 (Homo sapiens), Q15596 | HEK293 GAL4-SRC2 luciferase reporter | inhibition, % at 9 µM | actives 0.17% (n = 370,000) | AID 651957, 2012;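 active = inhibition above the mean inhibition of all tested compounds plus 3 SD, set per campaign, cut at about 52% in these data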;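 also: 0% = DMSO treated cells and 100% = cells given Gossypol at 36 µM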
MC4R antagonist: MC4R antagonists of cAMP signaling, primary screen, cell-based, TR-FRET, antagonist arm of biased-ligand search. Melanocortin receptor 4 (Homo sapiens), P32245. MC4R-expressing cells, MTII-stimulated cAMP, LANCE TR-FRET. inhibition, % at 6.5 µM. actives 0.48% (n = 360,000);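 active = inhibition above its plate's cutoff, the mean of tested wells on that plate plus 3 SD, cut at about 29% in these data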;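 also: 0% = Melanotan II alone and 100% = Melanotan II plus saturating MCL0020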
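System: U2OS-MC4R stable cell line; Technique: Eu-cAMP/anti-cAMP TR-FRET, emission 671 nm; Repeats: single well per compound; Also added: Melanotan II; Dosing: one concentration, 6.5 µM nominal; Schedule: 30-min compound, 1-h challenge, 1-h detection, room temperature.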
SRC3 inh: SRC3 coactivator transcriptional activity inhibitors, primary screen, cell-based, luminescence | Nuclear receptor coactivator 3 (Homo sapiens), Q9Y6Q9 | HEK293 GAL4-SRC3 luciferase reporter | inhibition, % at 3.6 µM | actives 0.17% (n = 360,000);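 active = inhibition above a per-campaign cutoff, the mean of all compounds plus 3 SD, cut at about 60% in these data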;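 also: 0% = DMSO-treated cells and 100% = gossypol-treated cells at 36 µM; higher means less SRC3-driven luciferase light from the GAL4 reporter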
SRC1 inh: SRC1 coactivator transcriptional activity inhibitors, primary screen, cell-based, luminescence; Nuclear receptor coactivator 1 (Homo sapiens), Q15788; HEK293 GAL4-SRC1 luciferase reporter; inhibition, % at 3.6 µM; actives 0.12% (n = 360,000);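 active = inhibition above the campaign mean plus 3 SD, with each screening campaign given its own cutoff, cut at about 60% in these data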;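 also: 0% = DMSO treated cells and 100% = gossypol at 36 µM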
NR2F2 inh: NR2F2 transcriptional activity inhibitors, primary screen, cell-based, luciferase reporter, HEK293T, luminescence. COUP transcription factor 2 (Homo sapiens), P24468. HEK293T NGFI-A luciferase reporter. inhibition, % at 8.6 µM. actives 0.7% (n = 370,000). AID 686940, 2013;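 active = inhibition above a per-plate cutoff, mean inhibition of test wells between control levels plus 3 SD, cut at about 38% in these data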;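 also: cells cotransfected with COUP-TFII expression vector driving the NGFI-A reporter; 0% = median of COUP-TF2 test wells and 100% = reporter-only cells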
Target sequence (P24468 whole entry, looked up): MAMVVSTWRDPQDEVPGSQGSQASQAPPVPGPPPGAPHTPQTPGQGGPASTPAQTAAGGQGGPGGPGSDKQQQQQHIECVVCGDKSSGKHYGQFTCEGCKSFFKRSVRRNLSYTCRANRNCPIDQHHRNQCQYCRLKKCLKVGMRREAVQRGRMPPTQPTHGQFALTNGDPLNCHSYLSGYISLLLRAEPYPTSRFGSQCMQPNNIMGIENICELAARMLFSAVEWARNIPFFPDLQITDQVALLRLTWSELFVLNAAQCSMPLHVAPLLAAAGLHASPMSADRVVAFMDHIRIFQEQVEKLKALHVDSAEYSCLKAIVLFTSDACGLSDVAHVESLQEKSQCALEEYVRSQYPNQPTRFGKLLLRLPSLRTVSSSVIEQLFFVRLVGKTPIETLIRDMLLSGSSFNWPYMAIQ
MC4R barr agon: MC4R agonists recruiting beta-arrestin, primary screen, cell-based, luminescence, agonist arm of biased-ligand search. actives 0.98% (n = 360,000). Melanocortin receptor 4 (Homo sapiens), P32245. U2OS MC4R beta-arrestin complementation; percent of melanotan II response, DMSO zero. activation, % at 8.9 µM;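 active = activation above a per-plate cutoff, the mean activation of sample wells on that plate plus 3 SD, cut at about 8% in these data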
LRH-1 inv ag: LRH-1 (NR5A2) inverse agonists, primary screen, cell-based, luminescence, HEK293T, StAR-luciferase reporter. LRH-1 transfected, 24 h. inhibition, % at 3.6 µM. actives 0.13% (n = 360,000). Nuclear receptor subfamily 5 group A member 2 (Homo sapiens), O00482;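 active = inhibition above the mean inhibition of all tested compounds plus 3 SD, cut at about 73% in these data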;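 also: 0% = DMSO wells and 100% = reporter-only cells lacking LRH-1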
Target sequence (O00482 whole entry, looked up): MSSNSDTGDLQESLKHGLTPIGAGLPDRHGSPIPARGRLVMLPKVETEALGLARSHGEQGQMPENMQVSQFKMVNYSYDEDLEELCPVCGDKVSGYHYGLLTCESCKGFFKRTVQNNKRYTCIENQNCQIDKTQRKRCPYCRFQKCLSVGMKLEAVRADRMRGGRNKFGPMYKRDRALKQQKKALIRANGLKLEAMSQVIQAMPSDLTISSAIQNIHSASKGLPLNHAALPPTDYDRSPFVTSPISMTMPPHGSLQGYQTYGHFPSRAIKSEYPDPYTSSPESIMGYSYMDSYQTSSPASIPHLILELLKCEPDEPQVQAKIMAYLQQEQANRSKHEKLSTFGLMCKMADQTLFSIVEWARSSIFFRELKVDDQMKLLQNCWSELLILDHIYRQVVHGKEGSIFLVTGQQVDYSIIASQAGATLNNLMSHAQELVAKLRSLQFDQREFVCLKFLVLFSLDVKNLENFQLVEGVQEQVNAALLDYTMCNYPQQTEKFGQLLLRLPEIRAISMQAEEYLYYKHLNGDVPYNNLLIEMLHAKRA
NOD2-RIPK2 inh: NOD2-RIPK2 binding disruptors in cells, primary screen, fluorescence, CHO cells, BLA complementation | inhibition, % at 4.98 µM | Receptor-interacting serine/threonine-protein kinase 2 (Homo sapiens), O43353 | CCF4 ratio | actives 0.38% (n = 360,000); in the data active = inhibition above about 21%;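 also: 0% = vehicle only and 100% = reference blocker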
TLR9-MyD88 block: inhibitors of TLR9-MyD88 association in cells, primary screen, cell-based, CHO, BLA complementation, fluorescence. actives 0.21% (n = 340,000). inhibition, % at 4.98 µM. CCF4 FRET ratio. AID 504734, 2011;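 active = inhibition above the mean over all tested compounds plus 3 SD, cut at about 21% in these data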;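 also: 0% = DMSO only wells and 100% = clavulanate BLA inhibitor control wells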
ABHD5 PLIN5 PPI: ABHD5-PLIN5 interaction inhibitors, primary screen, cell lysate, split luciferase complementation, luminescence; Perilipin-5 (Homo sapiens) + 1-acylglycerol-3-phosphate O-acyltransferase ABHD5 (Homo …; Split G. princeps luciferase complementation, 4 h; inhibition, % at 4 µM; actives 0.78% (n = 360,000);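 active = inhibition above the mean inhibition across every tested compound plus 3 SD, cut at about 22% in these data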;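 also: 0% = DMSO only wells and the 100% control is not disclosed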
* = called active by the depositor; · = not tested or not shown. The list is partial. The share of hits here may be higher or lower than overall.

LMP1 NFkB inh	NCOA2 inhibitor	MC4R antagonist	SRC3 inh	SRC1 inh	NR2F2 inh	MC4R barr agon	LRH-1 inv ag	NOD2-RIPK2 inh	TLR9-MyD88 block	SMILES	ABHD5 PLIN5 PPI
7	-7	0	7	4	-7	-1.0	2	3	7	CC1(C)Oc2ccc(C(=O)N3CCCC3)cc2N(CC(=O)NCc2ccccc2)C1=O	-6
-7	-12	5	13	-9	-8	-5.4	1	-7	1	COc1ccc(NC(=O)NCCc2ccc(Cl)cc2)cc1OC	5
-7	-26	3	10	-13	-1	0.1	-28	1	1	CC(NS(=O)(=O)c1ccc(Br)cc1)C(c1cccs1)N1CCN(C)CC1 (stereo not given)	-7
-8	-1	4	8	15	3	3.4	-5	-5	-5	O=C(Oc1ccccc1[N+](=O)[O-])c1cccnc1	4
12	-14	-2	18	-4	14	-3.6	-11	-7	4	Cc1ccc(S(=O)(=O)NCCC(=O)NCCSc2ccc(Br)cc2)cc1	-8
-8	·	-28	-44	-114	·	-3.0	-63	6	8	Cc1ccc(N/N=C(\Cc2nc3ccccc3[nH]2)c2ccccc2)cc1	-3
·	-11	·	·	·	10	·	5	-2	·	C/C=C/c1cccc(-c2nc(C(=O)N3CCN(C)CC3)cc3c2[C@@H](CCO)N(C(=O)NC(C)C)C3)c1	8
3	-37	21	0	-8	28	0.1	6	-13	·	O=C(NCCN1CCOCC1)c1cnn2c1NC(c1cccs1)CC2C(F)(F)F (stereo not given)	-2
-15	-27	8	12	4	-6	0.2	10	-1	-5	O=C(Nc1nc2ccc(F)cc2s1)Oc1ccccc1	1
7	-31	10	8	14	-6	2.2	-17	-6	4	CC1CCCCN1CCn1c(=S)[nH]c2ncccc2c1=O (stereo not given)	-10
3	-4	4	17	-10	10	-2.4	-2	3	-8	CC(NC(=O)COC(=O)/C(=C/c1cccs1)c1cccs1)c1ccccc1 (stereo not given)	-10
7	-10	4	14	-14	-7	-0.2	-17	1	-2	CCOC(=O)c1c(S(=O)(=O)N2CCN(C)CC2)c(C)n(C)c1C	6

Brought forward from above: two entries, followed by the next part.
LMP1 NFkB inh	NCOA2 inhibitor	MC4R antagonist	SRC3 inh	SRC1 inh	NR2F2 inh	MC4R barr agon	LRH-1 inv ag	NOD2-RIPK2 inh	TLR9-MyD88 block	SMILES	ABHD5 PLIN5 PPI
3	-4	4	17	-10	10	-2.4	-2	3	-8	CC(NC(=O)COC(=O)/C(=C/c1cccs1)c1cccs1)c1ccccc1 (stereo not given)	-10
7	-10	4	14	-14	-7	-0.2	-17	1	-2	CCOC(=O)c1c(S(=O)(=O)N2CCN(C)CC2)c(C)n(C)c1C	6
-1	-7	9	6	-5	-9	1.3	7	8	1	O=C(c1ccc(Cl)s1)N1CCCC1	0
-5	-4	7	-17	5	-2	1.2	15	-6	-10	CCN(CC)CCCNC(=O)c1oc2ccc3c(c2c1C)C(O)CC(C)(C)O3 (stereo not given)	5
10	16	5	14	-11	5	0.0	2	3	-4	Cc1ccccc1NC(=O)C1CCCN(S(=O)(=O)c2cnc[nH]2)C1 (stereo not given)	3
-5	-8	11	3	10	-6	3.9	-11	1	-15	CCOC(=O)c1nn(-c2cccc(Cl)c2)c2nc(CC(C)C)c(C#N)c(=O)n12	-1
-5	10	3	-6	-22	16	-0.9	5	1	3	O=C(O)C1C=Cc2ccccc2N1C(=O)c1ccccc1 (stereo not given) (tested in a mixture with another compound)	-1
-8	-20	1	-13	-20	-19	-0.3	-14	-3	-4	Cn1c(CO)cnc1SCc1ccccc1	-2
0	-7	15	14	1	-10	-1.6	-9	6	10	O=C(O)CC(C(=O)NCc1ccccc1)C1CCCO1 (stereo not given)	8
2	-3	19	8	6	-18	-1.7	0	4	1	COc1ccccc1CNC(=O)COC(=O)c1ccncc1	-2
-4	·	16	-5	3	·	-0.2	19	1	-16	COC(=O)C1=C(C)N=c2s/c(=C/c3ccoc3)c(=O)n2C1c1ccccc1 (stereo not given)	-6
-2	-19	-7	-1	-3	-2	-0.5	8	6	7	CN1CCN(C(=O)C2=C[C@@H](c3ccccc3)C[C@@H](OCCCCO)O2)CC1	-1
2	·	-3	-26	-12	·	3.8	-9	-17	-3	CCN(c1ccc(OC)cc1)S(=O)(=O)c1nnc(NC(=O)c2ccc(C)cc2)s1	-4
-8	2	5	0	2	7	0.7	-3	2	1	COc1cccc(C(=O)OCC(=O)NCC2CCCO2)c1 (stereo not given)	1
-2	5	-18	9	-4	-73	0.7	18	8	4	COc1cc(C2c3cc4c(cc3C3OC(=O)C2C3CO)OCO4)cc(OC)c1OC (stereo not given)	2
1	-14	4	1	-26	-17	0.1	-24	-3	-6	Cn1c(SCc2ccccn2)nnc1-c1cnccn1	-2
2	-2	6	-14	-46	5	-1.6	15	0	-47	O=C(CN1C(=O)NC(Cc2ccccc2)C1=O)Nc1ccc(F)cc1 (stereo not given)	0
-1	2	5	12	6	0	-2.5	6	6	4	CC(NC(=O)c1ccccc1NS(=O)(=O)c1ccc(CCC(=O)O)cc1)c1ccccc1 (stereo not given)	-1
5	-16	8	0	-31	-17	0.1	8	7	1	O=C(O)c1ccc2c(c1)nnn2C1CCCCC1	-6
1	-40	10	-18	-3	12	-0.5	3	-4	-5	C[C@H](CO)N1C[C@H](C)[C@@H](CN(C)C(=O)Nc2ccc(C(F)(F)F)cc2)Oc2ccc(NC(=O)NC3CCCCC3)cc2C1=O	7
-4	-2	4	8	2	-3	1.3	-7	4	5	Cc1ncc([N+](=O)[O-])n1Cc1cccc2ccccc12	3
4	-17	2	-6	-11	-4	-0.5	-3	1	-1	Cn1cc([N+](=O)[O-])c(C(=O)N/N=C/c2ccc([N+](=O)[O-])cc2)n1	-9
-16	-1	-9	16	-7	-6	0.6	0	-4	-4	CCCNC(=O)NC(C)C12CC3CC(CC(C3)C1)C2 (stereo not given)	7
2	-31	11	-3	-100	-8	-0.7	3	-7	6	COc1ccc(C(=O)Nc2cccc(/C(C)=N/NC(=O)c3ccc([N+](=O)[O-])c(C)c3)c2)cc1OC	1
-1	-26	1	20	-27	-6	1.6	-12	-2	-7	Cc1ccc2c(c1)N(CC(=O)NCCCN1C(C)CCCC1C)C(=O)c1cccnc1O2 (stereo not given)	-3
-6	10	1	-1	6	2	-2.4	18	-17	-7	O=C(NCC(c1ccco1)N1CCN(c2ccccc2F)CC1)C1CCCCC1 (stereo not given)	7
-17	4	-3	-9	4	10	-1.3	-1	3	3	CCOC(=O)N1CCC(NC(=O)C2CCC(Cn3c(=O)[nH]c4ccccc4c3=O)CC2)CC1 (stereo not given)	-6
9	-8	12	12	-7	-26	0.1	11	-6	17	CC(C)(OC(=O)NC(=O)C(F)(F)F)C(C)(C)OC(=O)NC(=O)C(F)(F)F	8
6	-23	3	11	-23	-10	-3.8	21	-1	5	O=C(CCC(=O)Nc1ccccc1)NNC(=O)CCc1ccccc1	-2

In the list so far, six contain an aryl methoxy group:
LMP1 NFkB inh	NCOA2 inhibitor	MC4R antagonist	SRC3 inh	SRC1 inh	NR2F2 inh	MC4R barr agon	LRH-1 inv ag	NOD2-RIPK2 inh	TLR9-MyD88 block	SMILES	ABHD5 PLIN5 PPI
-7	-12	5	13	-9	-8	-5.4	1	-7	1	COc1ccc(NC(=O)NCCc2ccc(Cl)cc2)cc1OC	5
2	-3	19	8	6	-18	-1.7	0	4	1	COc1ccccc1CNC(=O)COC(=O)c1ccncc1	-2
2	·	-3	-26	-12	·	3.8	-9	-17	-3	CCN(c1ccc(OC)cc1)S(=O)(=O)c1nnc(NC(=O)c2ccc(C)cc2)s1	-4
-8	2	5	0	2	7	0.7	-3	2	1	COc1cccc(C(=O)OCC(=O)NCC2CCCO2)c1 (stereo not given)	1
-2	5	-18	9	-4	-73	0.7	18	8	4	COc1cc(C2c3cc4c(cc3C3OC(=O)C2C3CO)OCO4)cc(OC)c1OC (stereo not given)	2
2	-31	11	-3	-100	-8	-0.7	3	-7	6	COc1ccc(C(=O)Nc2cccc(/C(C)=N/NC(=O)c3ccc([N+](=O)[O-])c(C)c3)c2)cc1OC	1

From PubChem BioAssay
